Screens as filed in PubChem BioAssay.
RBBP9 inhibitor: human RBBP9 inhibitors, primary screen, biochemical, fluorescence polarization, FP-Rh probe, HTS; inhibition, % at 7.94 µM; recombinant RBBP9; 220,000 tested, 0.2% active; Serine hydrolase RBBP9 (Homo sapiens), O75884;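 active = inhibition above the campaign mean of all tested compounds plus 3 SD, cut at about 14% in these data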;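 note: plate controls were DMSO wells with RBBP9 for no effect and wells lacking RBBP9 protein for full effect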
Target sequence (O75884 whole entry, looked up): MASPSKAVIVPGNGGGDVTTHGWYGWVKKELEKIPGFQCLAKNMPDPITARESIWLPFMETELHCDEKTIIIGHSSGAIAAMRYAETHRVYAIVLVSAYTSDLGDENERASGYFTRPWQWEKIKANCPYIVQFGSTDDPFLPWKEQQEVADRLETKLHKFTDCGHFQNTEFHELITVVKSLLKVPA
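Material: RBBP9 protein. Amount: RBBP9 at 2.5 µM in dispensed solution, before mixing. Schedule: 30 min then 45 min, 25 °C. Medium: Tris buffer pH 8.0, NaCl, Pluronic. Measured by: fluorescence polarization. Measure: percent inhibition from mP, scaled between DMSO and no-protein wells. Replication: one well per compound.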
NPY-Y1 PAM-ag: NPY-Y1 receptor potentiators or agonists, primary screen, cell-based. Neuropeptide Y receptor type 1 (Homo sapiens), P25929. NPY-Y1 expressing cells, potentiator/agonist activation. activation, % at 3.6 µM. 220,000 tested, 0.37% active. AID 1304, 2008; in the data active = activation above about 33%, passing the limit was not always enough;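 note: cells stimulated with NPY at EC10 then isoproterenol at EC100; 0% = low agonist plus stimulus and 100% = saturating agonist plus stimulus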
Target sequence (P25929 whole entry, looked up): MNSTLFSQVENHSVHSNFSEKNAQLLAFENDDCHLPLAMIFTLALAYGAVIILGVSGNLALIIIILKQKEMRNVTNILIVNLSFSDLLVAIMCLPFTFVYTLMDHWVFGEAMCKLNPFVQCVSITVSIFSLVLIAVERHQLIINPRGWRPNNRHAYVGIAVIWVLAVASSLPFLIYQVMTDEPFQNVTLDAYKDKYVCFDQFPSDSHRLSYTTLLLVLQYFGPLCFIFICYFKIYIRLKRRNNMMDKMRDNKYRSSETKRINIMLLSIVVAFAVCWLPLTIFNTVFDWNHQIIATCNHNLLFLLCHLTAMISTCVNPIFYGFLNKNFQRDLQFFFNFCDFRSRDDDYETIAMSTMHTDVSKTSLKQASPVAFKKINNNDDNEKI
Runt-CBFb FRET: inhibitors of RUNX1 Runt–CBFb binding, primary screen, biochemical, FRET, Cerulean-Runt, Venus-CBFb, uHTS; Runt-related transcription factor 1 (Homo sapiens) + Core-binding factor subunit beta …; Cerulean-Runt/Venus-CBFb FRET ratio 530/480, 1 h; inhibition, % at 20 µM; 220,000 tested, 0.46% active;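 active = inhibition over about 50% at 20 µM in the single-dose screen, limit read from the data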;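 note: 0% = DMSO wells and 100% = excess unlabeled CBFb competitor control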
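Measured by: fluorescence energy transfer, 422 nm excitation, 530/480 nm emission; Assay system: Cerulean-Runt domain; Medium: Tris pH 7.5 buffer with BSA; Measure: loss of energy transfer signal; Controls: 5 µM unlabeled CBFb as full-inhibition high control; Incubation: protein complex preformed 1 h, compound exposure 1 h, room temperature, dark.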
NPY-Y2 PAM-ag: NPY-Y2 potentiators or agonists, primary screen, cell-based; cells expressing NPY-Y2, potentiator/agonist read-out; 220,000 tested, 0.45% active; activation, % at 3.6 µM; Neuropeptide Y receptor type 2 (Homo sapiens), P49146; AID 1359, 2008; in the data active = activation above about 27%;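 note: cells stimulated with NPY near EC25 plus isoproterenol at EC100; 0% = vehicle plus submaximal agonist and 100% = vehicle plus saturating agonist; some results beyond the cut were filed as inactive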
S1P4 antagonist: S1P4 receptor antagonists, primary screen, cell-based; Sphingosine 1-phosphate receptor 4 (Homo sapiens), O95977; S1P4-expressing cells, antagonist mode, reporter read-out; inhibition, % at 4.98 µM; 220,000 tested, 0.26% active; AID 1510, 2009; in the data active = inhibition above about 29%;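 note: 0% = wells stimulated with agonist and 100% = vehicle wells without agonist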
Target sequence (O95977 whole entry, looked up): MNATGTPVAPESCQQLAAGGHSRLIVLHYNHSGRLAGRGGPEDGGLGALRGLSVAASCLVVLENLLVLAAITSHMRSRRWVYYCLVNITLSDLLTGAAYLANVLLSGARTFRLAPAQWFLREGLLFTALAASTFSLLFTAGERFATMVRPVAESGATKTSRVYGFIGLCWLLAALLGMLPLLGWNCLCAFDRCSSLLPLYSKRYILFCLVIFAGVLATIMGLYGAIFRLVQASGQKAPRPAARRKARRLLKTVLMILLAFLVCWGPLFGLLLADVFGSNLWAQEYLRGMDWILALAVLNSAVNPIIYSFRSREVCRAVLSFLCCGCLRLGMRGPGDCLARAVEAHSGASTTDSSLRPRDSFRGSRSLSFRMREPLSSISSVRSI
NPY-Y1 antag: NPY-Y1 receptor antagonists, primary screen, cell-based; Neuropeptide Y receptor type 1 (Homo sapiens), P25929; HEK293-CNG Y1 cells, membrane potential fluorescence; NPY at EC95, then isoproterenol; inhibition, % at 3.6 µM; 200,000 tested, 1% active; AID 1040, 2008;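 active = inhibition above the campaign mean inhibition of all tested compounds plus 3 SD, cut at about 20% in these data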;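 note: 0% = DMSO wells given NPY plus isoproterenol and 100% = isoproterenol alone without NPY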
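Assay system: HEK293 cells with Y1 receptor plus CNG channel | Probe or stimulus: NPY (25 nM), isoproterenol (1 µM), Ro 20-1724 (25 µM) | Timing: Compound incubation 1 h at room temperature, readout 45 min post-stimulation | Measured by: Membrane-potential fluorescent dye readout | Benchmarks: High control isoproterenol alone, low control NPY with isoproterenol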
S1P4 agonist: S1P4 receptor agonists, primary screen, cell-based. Sphingosine 1-phosphate receptor 4 (Homo sapiens), O95977. S1P4-expressing cell line, agonist reporter assay. activation, % at 4.98 µM. 220,000 tested, 0.35% active. AID 1509, 2009; in the data active = activation above about 11%;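 note: 0% = DMSO vehicle and 100% = reference agonist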
Ba/F3 V617F tox: reduced viability of JAK2V617F-dependent Ba/F3 cells, primary screen, JAK2V617F inhibitor project, cell-based, Ba/F3 EpoR-JAK2V617F, luminescence; AID 1446, 2008; ATP luminescence; 220,000 tested, 1.1% active; inhibition, % at 5.6 µM;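 active = inhibition above the campaign mean plus 3 SD over all tested compounds, cut at about 24% in these data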;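 note: cytokine-independent growth of Ba/F3 cells driven by EpoR plus mutant JAK2; 0% = DMSO-treated cells and 100% = JAK inhibitor I control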
BaF3 tox: parental Ba/F3 cell viability inhibition, counter-screen for JAK2V617F inhibitor project, murine pro-B, CellTiter-Glo luminescence; CellTiter-Glo ATP luminescence; inhibition, % at 5.6 µM; 220,000 tested, 1.1% active;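 active = inhibition above a per-campaign cutoff, the mean inhibition of all tested compounds plus 3 SD, cut at about 27% in these data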;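 note: 0% = DMSO wells and 100% = JAK Inhibitor I control wells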
Starred values were filed as active, the others as inactive; x = no result given.

SMILES	RBBP9 inhibitor	NPY-Y1 PAM-ag	Runt-CBFb FRET	NPY-Y2 PAM-ag	S1P4 antagonist	NPY-Y1 antag	S1P4 agonist	Ba/F3 V617F tox	BaF3 tox
COc1ccc(C2CC(c3ccccc3)=NN2c2ccc(S(N)(=O)=O)cc2)cc1 (configuration not stated)	-2	-12	2	-8	-14	13	11	1	3
Cc1cccc2cc(CNCC3CCCO3)c(Cl)nc12 (configuration not stated)	2	-7	x	-2	-16	0	-1.1	-4	1
Cn1nccc1NC(=O)CC(CC(=O)O)c1ccccc1 (configuration not stated)	-5	-2	1	2	3	x	-0.3	-4	6
COc1cccc(Cn2c(-c3nonc3N)nc3ccccc32)c1	-8	-43	2	-16	8	26*	0.6	86*	79*
COc1cccc(/C=N/NC(=O)c2ccc(-c3ccccc3)cc2)c1O	-1	-41	-4	-7	17	8	-0.7	-3	2
Cc1ccnc(SCc2cc(=O)c(OC(=O)c3cc([N+](=O)[O-])ccc3Cl)co2)n1	0	-7	-2	-10	-6	6	-0.4	-3	0
O=C(Nc1cccc(O)c1)c1cccc(S(=O)(=O)N2CCCC2)c1	-5	3	0	2	2	0	-0.2	3	7
CC1(C)c2ccccc2N2CC(=O)N[C@@]21/C=C/C=C/c1ccccc1	-3	6	2	-8	16	x	0.5	-2	1
COc1ccc(C(=O)N2CCN(c3nnnn3-c3ccccc3)CC2)cc1OC	4	-2	1	0	0	-1	0.7	4	4
COc1ccc(NCc2cc3cc(OC)ccc3[nH]c2=O)cc1	3	-3	-11	-14	-6	-1	-0.4	0	10

Single entries from the results shown.
Under S1P4 antagonist, COc1cccc(/C=N/NC(=O)c2ccc(-c3ccccc3)cc2)c1O has 17
Under NPY-Y1 antag, COc1ccc(NCc2cc3cc(OC)ccc3[nH]c2=O)cc1 has -1

The list goes on:
SMILES	RBBP9 inhibitor	NPY-Y1 PAM-ag	Runt-CBFb FRET	NPY-Y2 PAM-ag	S1P4 antagonist	NPY-Y1 antag	S1P4 agonist	Ba/F3 V617F tox	BaF3 tox
c1ccc(CCNc2ccc3nncn3n2)cc1	-7	7	0	9	-1	2	0.0	2	8
Cc1ccccc1OCCC(=O)Nc1ccc(F)c(Cl)c1	-2	-17	1	4	-1	2	-1.4	1	5
CCCCC(CC)CNC(=O)C1C2C=CC(C2)C1C(=O)O (configuration not stated)	4	24	-2	21	6	-2	1.1	-4	0
Cn1c(CCC(=O)OCC(=O)NCc2ccccc2Cl)nc(=O)c2ccccc21	-4	-1	0	4	-6	0	0.3	3	5
CC1=CC(C)(C)N=C(Nc2ccc(C)cc2)S1	-6	12	-2	-12	-6	-1	1.2	-1	10
NC(=O)c1c(NC(=O)Cn2cnc([N+](=O)[O-])n2)sc2c1CCCC2	-5	9	0	12	-14	x	0.8	0	-3
CCC1(CC)C(=O)NN(c2ccccc2)C1=O	-5	-3	-1	4	-2	1	0.9	-2	6
Cn1ncc(C#N)c1NC(=O)C1CC(c2ccccc2Cl)=NO1 (configuration not stated)	-1	12	4	-9	-5	x	-1.7	0	5
O=C(CCN1C(=O)COc2ccccc21)NCCN1CCN(c2cccc(Cl)c2)CC1	-5	-10	-1	6	1	6	0.3	1	1
Cc1cccc(C)c1OCc1nnc(SCC(=O)Nc2nccs2)n1-c1ccccc1	-9	-12	-2	-7	-31	7	-2.4	1	2
Cc1ccc(/C=C2\SC(=S)N(C(Cc3ccccc3)C(=O)O)C2=O)cc1 (configuration not stated)	0	12	-7	-9	-4	14	-1.2	-3	2
O=S(=O)(Nc1nc2ccccc2s1)c1cnc(Cl)c(Br)c1	-5	0	0	-10	-2	x	-0.8	-2	-2
COc1ccc(N2CCN(Cc3oc(CO)cc(=O)c3O)CC2)cc1	-2	1	1	17	-13	3	0.5	-4	2
Fc1ccccc1-c1nc(NCCCN2CCOCC2)c2ccccc2n1	1	-12	-3	1	-5	2	-1.5	-1	0
COCCn1c(C)nc2oc3ccc(Br)cc3c(=O)c2c1=O	-7	1	-2	1	-9	-4	2.0	-1	4
Cc1ccc(-c2nnn(CCC(=O)N3CCCCC3C)n2)cc1 (configuration not stated)	-1	-9	0	13	-2	0	0.3	1	-3
CC(=O)Nc1ccc(NC(=O)C(C)OC(=O)C2(c3ccc(F)cc3)CCCC2)cc1 (configuration not stated)	-4	7	-3	0	-21	5	0.7	0	2
CCSc1ccc2nnc(-c3ccc(F)cc3)n2n1	3	0	-3	-17	-5	6	0.9	2	5
O=C(O)c1ccccc1C(=O)Nc1cccc([N+](=O)[O-])c1	-12	-4	1	-7	-12	x	1.6	-1	-3
CC1(C)Cc2cccc(OCC(=O)Nc3cccnc3)c2O1	-3	9	0	1	-9	2	3.5	2	1
CCOC(=O)Cn1nnnc1CN(Cc1ccc(OC)cc1)Cc1cc2cc(C)ccc2[nH]c1=O	1	-23	-5	-7	-9	-2	1.3	0	4
COc1ccc(NS(=O)(=O)c2cccc3nonc23)c(OC)c1	-3	-8	-2	-2	4	0	0.0	-2	0
O=C(CCS(=O)(=O)Cc1ccccc1)NC1CCCCC1	-3	2	-1	2	-18	-5	0.4	-2	-1
CCOC(=O)C(NC=O)(NC(C)(C)C)C(=O)OCC	-6	5	-10	3	-9	-2	1.3	-4	0
C=CCOC(=O)C(C#N)c1nc2ccccc2nc1N1CCN(Cc2ccc3c(c2)OCO3)CC1 (configuration not stated)	-2	13	35	13	-3	3	-1.0	-2	5
Cc1cccc(NC(=S)N/N=C2\CC(C)(C)Oc3ccc(O)cc32)c1	1	9	6	3	-9	6	-1.8	-3	4
O=C(OCC(=O)N1CCc2ccccc2C1)c1cccc([N+](=O)[O-])c1	-8	1	0	6	-9	1	-1.4	5	12
Cc1cccc(N2CCN(C(=O)c3ccc(Cl)c(S(=O)(=O)N4CCc5ccccc5C4)c3)CC2)c1C	-4	-9	2	7	-1	-3	-0.1	-2	9
COc1ccc(S(=O)(=O)N(C)CC(=O)NCCC2=CCCCC2)cc1	-5	-18	0	-1	-7	3	2.9	1	2
O=C(CSc1ccc(-c2cccs2)nn1)NCCc1ccccc1	-6	1	3	-9	3	2	-0.6	-1	9
O=C(CSc1ccc(Cl)cc1)Nc1ccc(N2CCN(c3ccccc3)CC2)c(F)c1	-11	-7	2	-6	11	4	0.7	5	1
O=C(CCSc1ccccc1)NCCSCc1ccccc1	3	-6	0	-14	-7	8	3.8	-1	7
Cc1ccc(OCCOc2ccc(Br)cc2/C=N\NC(N)=O)cc1	-5	-10	0	-5	9	8	0.7	-5	-3
COc1ccc(-c2nnc(SCC(=O)c3ccco3)n2-c2ccccc2)cc1	3	-4	2	7	-12	-2	-0.1	0	5
OC(COc1ccc2c(c1)OCO2)CN1CCN(c2ccc(F)cc2)CC1 (configuration not stated)	-2	-9	-1	-15	-7	2	1.4	0	-3
CC(C)OP(=O)(c1ccc(N(C)C)cc1)C(O)c1ccccc1 (configuration not stated)	-7	1	-1	23	-22	4	0.8	-3	2
CC(C)Oc1ccc(OCCn2c(=S)[nH]c3c(N)ncnc32)cc1	-3	-4	9	-13	-10	9	1.5	4	3
c1ccc(-c2ccccc2OCCOCCN2CCNCC2)cc1	-4	1	1	-5	18	3	-0.6	-1	2
CCOC(=O)C(C)Sc1ncc(-c2ccccc2)cn1 (configuration not stated)	-9	-1	0	3	-5	10	-0.4	-1	1
C/C(=N/NC(=O)c1ccoc1C)c1ccc(N2CCOCC2)cc1	2	-7	-1	-2	-12	12	3.3	2	2
COc1ccc(NC(=O)CN2CCN(CC(=O)Nc3ccc4c(c3)OCO4)CC2)cc1	1	6	-1	-10	-1	2	-0.9	-2	-1
O=C(N1CCN(Cc2ccccc2)CC1)C12CC3CC(CC(C3)C1)C2	6	-11	-1	-14	-18	6	-1.1	-2	3
COc1ccc(NC(=O)C(CC(C)C)NC(=O)C2CCCCC2)c(OC)c1 (configuration not stated)	-5	15	0	4	-1	0	-0.4	0	4
O=C(NCc1ccco1)/C(=C\c1ccco1)NC(=O)c1ccc(Br)o1	2	-8	7	21	-17	1	-5.5	-3	1
Nc1nc(CSc2n[nH]c(-c3ccccc3)n2)nc(Nc2ccccc2)n1	-2	0	-1	6	-215	-8	-0.7	4	9
O=C(Cc1nc2ccccc2[nH]1)NCc1ccco1	3	-16	12	-15	-9	-2	0.8	-5	8
CCN(CC)CCNC(=O)c1c(O)c2cc(OC)c(OC)cc2[nH]c1=O	-7	-18	2	-9	-27	7	1.6	2	3
CCOc1ccc(N2C(=O)CC(NCCNc3ccc(C(=O)c4cccs4)cc3)C2=O)cc1 (configuration not stated)	0	-9	-3	5	4	1	1.3	4	1
CCCCNC(=O)c1ccccc1NC(=O)CN(c1ccccc1)S(=O)(=O)N(C)C	-8	-7	-2	-13	4	4	1.6	5	7
CC1CCCCN1S(=O)(=O)c1ccc2c(c1)CCN2C(=O)CCC(=O)O (configuration not stated)	-5	-31	2	-7	-7	-5	-2.5	1	1

Next section
SMILES	RBBP9 inhibitor	NPY-Y1 PAM-ag	Runt-CBFb FRET	NPY-Y2 PAM-ag	S1P4 antagonist	NPY-Y1 antag	S1P4 agonist	Ba/F3 V617F tox	BaF3 tox
CCOC(=O)COc1cccc2c(=O)n(CC(=O)NCCc3ccccc3)ccc12	-10	-8	-1	-9	12	-3	2.0	-3	3
COc1ccc(-c2nnc(SCC(=O)N3CCc4ccccc4C3)o2)cc1	-11	-16	-2	-10	-5	7	1.7	-2	1
COC(=O)c1cccc(Nc2cc(C)nc(-c3ccccc3O)n2)c1	-4	7	-3	11	-2	-11	0.1	-7	0
CCOC(=O)c1cnc2ccc(C(=O)OC)cc2c1Nc1cccc(C(=O)O)c1	-3	-10	-1	-1	-21	3	-2.2	3	7
Cc1[nH]n(-c2ccccc2)c(=O)c1N=Nc1cccc(S(=O)(=O)N2CCOCC2)c1	-5	8	-6	-3	0	7	0.4	2	5
Cc1ccc(C(=O)OCC(=O)Nc2cccc(S(=O)(=O)NC3=NCCCCC3)c2)c(C)c1	-13	1	-10	-19	-13	-1	-0.4	2	-1
Cc1ccc(S(=O)(=O)N2CCCCC2)cc1NC(=O)Cn1ccsc1=N	-6	-12	1	-1	-11	2	1.3	6	11
CSc1nc2c(c(C(F)(F)F)n1)CC(C)CC2 (configuration not stated)	-4	-1	0	-20	-12	0	-0.2	0	3
C=CC[n+]1c(C)csc1Nc1cccc(Br)c1	-6	-21	2	-15	0	7	-1.1	4	5
